# P. falciparum M1AAP – malaria alanyl aminopeptidase activity blockers – biochemical, fluorogenic H-Leu-NHMec substrate, 1536-well (AID 1445); recombinant M1AAP, H-Leu-NHMec fluorogenic kinetic assay; higher % means a stronger effect; inhibition, % at 30 µM; hits with a dose series show IC50 in µM; 0.42% of 220,000 active;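 active = primary inhibition above the hit cutoff, then over 50% inhibition at one or more dose response concentrations, cut at about 23% in these data, passing the limit was not always enough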;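 also: plate controls were DMSO full reaction for no effect and no enzyme background for full effect; strong numbers were not always called active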
# b-catenin transl – beta-catenin nuclear translocation modulation; HeLa beta-catenin nuclear translocation, immunofluorescence imaging; nuclear translocation activity, % at 5 µM; 0.3% of 190,000 active;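 active = nuclear translocation activity above 50% at 5 µM, with a well cell count of 50 or more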;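 also: per-cell ratio of nuclear to cytoplasmic median beta-catenin stain intensity; plate controls were DMSO negative control for no effect and GSK-3 inhibitor IX positive control for full effect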
#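 Read-out: Nuclear/cytoplasmic beta-catenin signal ratio, % activation | Assay system: Human HeLa cell line | Times: 24 h compound exposure at 37°C, 5% CO2 | Signal: Fluorescence imaging of beta-catenin antibody stain plus DAPI | Dosing: 5 µM primary, 0.02–20 µM confirmation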
# WT yeast gro inh – growth inhibition of WT yeast, mitochondrial fusion screen | 2.1% of 190,000 active | AID 1362 | inhibition, % at 10 µM | mitochondrial fusion phenotypic screen, WT strain; in the data active = inhibition above about 58%; tested in S. cerevisiae
# MT stabilize HCS – stabilizes microtubules in HeLa cells. HeLa tubulin immunostaining HCS, 24 h; share of cells brighter than vehicle mean+2SD. 0.83% of 200,000 active. AID 2205. % tubulin-high responders, % at 10 µM;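 active = plate Z-score above 3 for both tubulin-high and condensed-nucleus cell shares, with cell loss under 80%, at 10 µM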;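 also: anti alpha tubulin signal scored within the nucleus-defined area of each cell; some results filed as inactive read as strong as hits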
# Autophagy HCS – alters autophagy in cells | MEF GFP-LC3 puncta imaging; test concentration mostly 10 µM | calls only at 10 µM (by protocol) | 0.98% of 190,000 active | AID 463193;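 active = percentage of spot-positive cells more than 3 SD above its plate mean, without a fluorescence outlier flag or 80% toxicity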;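 also: spot-positive cell cutoff set from DMSO-treated cells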
# M17LAP inhibition – P. falciparum M17LAP inhibitors, primary screen, biochemical, fluorogenic H-Leu-NHMec substrate, 1536-well (AID 1619); recombinant M17LAP, H-Leu-NHMec fluorogenic kinetic assay; higher % means a stronger effect; inhibition, % at 30 µM, or IC50 in µM where a hit was titrated; 0.38% of 220,000 active;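 active = compound inhibiting the enzyme by more than half at any dose during confirmatory dose-response retesting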;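 also: plate controls were full reaction with DMSO carrier for no effect and no enzyme background for full effect; strong numbers were not always called active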
# Yfh1-off respiration – enhancers of respiration in Yfh1-depleted yeast, dose response, Friedreich's ataxia, plus single-dose screen (AID 1465); S. cerevisiae Yfh1-off respiration, WST-1 reduction, 72 h; higher fold induction means a stronger effect; one-dose fold induction at 50 µM; EC50 in µM for titrated hits; 0.074% of 220,000 active;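 active = fold induction of absorbance versus untreated yeast above a set limit, then at least 30% activation at any dose in follow-up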;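 also: activators that raise dye reduction in frataxin-depleted yeast; strong numbers were not always called active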
# Dynein transport – blocks dynein driven cargo transport along microtubules; 3617.4 mouse cells, GR-EGFP nuclear translocation imaging; test concentration mostly 20 µM; stimulated with dexamethasone, 1 µM; hits give low values; z-score, hits read low; 0.47% of 220,000 active; AID 1381;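 active = plate z-score of nuclear minus cytoplasmic receptor signal below a set negative limit, without overly bright fluorescence or cell loss, cut at about -3.5 in these data, passing the limit was not always enough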;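 also: z-score of nuclear minus cytoplasmic ring GR-EGFP intensity difference per well; some compounds called inactive have numbers as strong as hits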
#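 medium = tetracycline-free induction medium containing charcoal-stripped FBS | also added = 1.0 µM final dexamethasone stimulus | schedule = 48 h induction, 1 h compound, 30 min dex at 37 °C | technique = fixed, Hoechst-stained cells imaged at 10x for EGFP | measure = GR-EGFP nuclear translocation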
# T cell HTS – T cell immune modulators affecting CD8 T cell-vesicle binding | 2C CD8+ T cell-vesicle binding, flow cytometry; hits give low values | calls only at 7 µM | 0.068% of 330,000 active;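 active = response, share of CD8 T cells binding vesicles, and their 90th percentile fluorescence all below set limits, cut at about 80% in these data, passing the limit was not always enough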
#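 Test system: purified 2C TCR transgenic mouse naive CD8+ T cells. Probe or stimulus: QL9-peptide-loaded Drosophila micro-vesicles bearing Ld, ICAM-1 and B7-1. Incubation: binding step 1.5 h, 37 °C, antibody labelling 20 min, ice. Measured by: flow cytometry of vesicle-bound cells.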
# WT yeast gro inh mutant strain – also measured in WT yeast gro inh; calls as there; inhibition, %; mitochondrial fusion phenotypic screen, mutant strain inhibition
# Dynein transport cytoplasmic EGFP – second read-out of Dynein transport, no call of its own (marks repeat the call); z-score; measured here: cytoplasmic GR-EGFP intensity; hits give high values
# Dynein transport nuclear GR-EGFP – recorded beside Dynein transport, whose call it bears; z-score; measured here: nuclear GR-EGFP intensity;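 lower value marks the stronger effect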
# Dynein transport cell count – second read-out of Dynein transport, no call of its own (marks repeat the call); z-score; measured here: cell count per field
# b-catenin transl cell count 5 µM – further read-out of b-catenin transl, marked with its call; cell count; measured here: cell count, cytotoxicity flag
# T cell HTS vesicle-bound % – also measured in T cell HTS; calls as there; double positive events, %; measured here: CD8+ vesicle-bound cell fraction;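 binding gate set so that unloaded-vesicle control wells show 10% double positive cells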
# MT stabilize HCS Hoechst-high % – recorded beside MT stabilize HCS, whose call it bears; % Hoechst-high responders; measured here: nuclear condensation Hoechst responders;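 share of cells brighter than vehicle mean plus two SD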
# MT stabilize HCS cytotoxicity % – second read-out of MT stabilize HCS, no call of its own (marks repeat the call); toxicity, %; measured here: cytotoxicity by cell density;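 0% = mean cell density of plate MIN control wells and 100% = no cells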
# Autophagy HCS cell loss 18 h – further read-out of Autophagy HCS, marked with its call; toxicity, %; measured here: cell loss, nuclei count;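 cell loss after 18 h compound exposure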
# * hit, by the source's call; i = inactive; / = not tested or not shown.
# Under each structure: b-catenin transl	WT yeast gro inh mutant strain	T cell HTS	b-catenin transl cell count 5 µM	MT stabilize HCS cytotoxicity %	T cell HTS vesicle-bound %	Dynein transport nuclear GR-EGFP	Dynein transport cytoplasmic EGFP	WT yeast gro inh	P. falciparum M1AAP	Yfh1-off respiration	MT stabilize HCS	Autophagy HCS cell loss 18 h	Autophagy HCS	Dynein transport cell count	M17LAP inhibition	MT stabilize HCS Hoechst-high %	Dynein transport
> O=C(Cn1ccc2ccccc2c1=O)NCCC(=O)N1CCN(C(=O)c2ccco2)CC1
→ /	/	i	/	4.6	58	-0.12	-0.14	/	/	/	3.4	-5	i	-0.099	/	2.3	-0.48
> COC(=O)c1cc2sc(Cl)cc2n1CC(=O)Nc1cccc(SC)c1
→ -1.0	20	i	1394	7.3	9	1.7	-0.15	24	3%	i	4.0	10	i	-1.9	4%	3.1	2.6
> CC(C)(C)c1cc(Cc2ccccc2)[nH]n1
→ -1.8	-8	i	1169	4.8	15	0.23	-0.22	-8	6%	i	3.8	-1	i	0.11	6%	1.9	0.19
> CCCCCCSc1nc2c(c(=O)[nH]c(=O)n2C)n1C
→ /	1	i	/	9.4	26	0.48	-0.035	7	8%	i	5.0	11	i	0.29	-6%	4.0	0.27
> O=S(=O)(c1ccccc1)N1CN(Cc2ccc(F)cc2)c2nc3ccccc3nc21
→ 0.6	/	i	1369	/	29	-0.12	-0.17	/	8%	i	/	/	/	-0.29	-2%	/	-0.51
> CC(=O)C1=C(C)NC(=O)NC1/C=C/c1ccccc1 (stereo unspecified)
→ 0.3	-4	i	1043	9.7	17	-0.25	-0.32	-14	3%	i	4.7	6	i	0.37	2%	0.9	0.11
> CCOC(=O)C1=C(CSc2nc(CC)c(C)cc2C#N)OC(N)=C(C#N)C1c1ccc(OC)cc1 (stereo unspecified)
→ -0.2	6	i	1129	5.3	32	-0.5	0.13	2	9%	i	1.9	3	i	0.45	5%	1.9	-1.1
> CC1SCC(=O)N(CC(=O)Nc2ccc3c(c2)OCCO3)C1=O (stereo unspecified)
→ -1.8	-4	i	941	4.3	38	-0.45	-0.22	-6	2%	i	3.3	7	i	0.66	2%	2.0	0.066
> CCn1c(C)c(CCC(=O)O)c(=O)n2nc(-c3ccccc3OC)cc12
→ /	1	i	/	3.9	62	-0.2	-0.23	5	-6%	i	3.3	-4	i	0.49	-19%	2.5	-0.27
> CCOC(=O)CC1C(=O)NCCN1C(=O)Nc1ccccc1 (stereo unspecified)
→ /	10	i	/	2.0	28	-0.18	-0.25	-3	3%	i	2.7	-5	i	0.69	-4%	2.7	-0.68
> CCc1nnc(NS(=O)(=O)c2ccc(N/C=C\C(=O)c3ccc4ccccc4c3)cc2)s1
→ -4.6	-1	i	1159	5.1	38	0.076	-0.086	-17	4%	i	3.0	6	i	0.34	12%	0.9	-0.1
> O=C(O)c1cccc(-n2cccc2/C=C2/NC(=O)N(c3cccc(Cl)c3)C2=O)c1
→ -0.7	/	i	1332	/	32	0.28	-0.2	/	9%	i	/	/	/	0.33	6%	/	-0.17
> Cc1c(Cl)c([N+](=O)[O-])nn1CCCC(=O)Nc1ccc(Cl)cc1Cl
→ 0.3	-11	i	1063	6.5	4	-0.41	-0.28	-1	0%	i	4.9	-22	i	0.4	-7%	2.3	-0.55
> O=c1[nH]ncc(NCCCO)c1Cl
→ 0.5	2	i	566	6.9	22	-0.4	-0.19	0	-4%	i	2.5	5	i	0.45	2%	1.9	-1.2
> CCOC(=O)c1cc2c(n(-c3ccc(C)cc3)c1=O)CCCC2=O
→ -4.6	-5	i	868	7.6	62	0.29	-0.16	6	0%	i	5.4	9	i	-0.63	-9%	3.8	-0.091
> CCCCNc1c(NC(C)=O)c(=O)oc2ccccc12
→ -2.1	-7	i	1098	5.9	49	1.5	-0.1	0	2%	i	3.2	5	i	-0.66	-9%	1.6	1.1
> Cc1ccc(OCc2ccoc2C(=O)O)cc1C
→ -0.8	-7	i	1178	8.9	46	-0.16	0.16	-4	8%	i	2.2	-3	i	0.37	8%	2.3	-0.82
> CC(CCc1ccco1)NC(=O)Cn1nc(Cc2ccncc2)c2ccccc2c1=O (stereo unspecified)
→ -6.5	-11	i	1172	8.6	37	0.11	-0.21	-4	13%	i	1.5	3	i	0.73	-5%	3.2	-0.17
> COc1cc2c(cc1OC)CN(S(=O)(=O)c1cccs1)CC2
→ 0.2	-9	i	517	7.5	10	0.49	-0.29	-14	8%	i	2.8	14	i	0.49	-5%	2.4	-0.2
> O=[N+]([O-])c1ccc(NC(=S)NCCc2ccc(Cl)cc2)cc1
→ -4.7	78*	i	1147	2.9	32	-0.36	-0.24	83*	8%	i	1.3	-6	i	0.059	-6%	2.4	0.013
> COC(=O)CSc1nc2nc(C)cc(C)n2n1
→ -0.6	-4	i	1179	6.6	62	0.056	-0.3	8	-1%	i	3.8	/	/	0.76	5%	1.3	-0.33
> CNc1ccc(Br)cc(C(=O)/C=C/c2cccc(Cl)c2Cl)c1=O
→ 1.4	4	/	1062	34*	/	-1.7	6.7	11	9%	i	9.9*	3	i	0.96	29%	19*	-4.1
> Cc1ccsc1C(=O)N/N=C/c1ccc([N+](=O)[O-])cc1
→ -4.5	-7	i	560	0.1	45	-0.54	-0.24	-12	-3%	i	3.6	-6	i	0.88	-12%	2.4	-0.58
> COc1ccc(OC/C(O)=C(\C#N)c2nc3ccccc3[nH]2)cc1
→ -0.2	8	i	1088	8.8	58	0.22	-0.19	-7	-1%	/	4.0	7	i	1.2	-6%	2.0	-0.44
> Cc1ccc(NC(=O)COc2cccnc2[N+](=O)[O-])cc1S(=O)(=O)N1CCOCC1
→ -0.3	9	i	1020	6.3	60	0.43	-0.3	25	0%	i	2.7	10	i	-0.3	6%	2.0	-0.61
> Cc1nc(SCC(N)=O)c(C#N)c(C)c1C
→ -0.3	/	i	1330	/	11	1.2	-0.24	/	-1%	i	/	/	/	-0.22	4%	/	0.9
> Cc1cccc(-c2ncc(CN3CCN(CCC(C)C)C(CCO)C3)cn2)c1 (stereo unspecified)
→ -0.5	7	i	1074	5.4	35	1.1	-0.27	13	-3%	i	3.2	20	i	-1	1%	2.1	2
> CCOC(=O)c1cccc(NC(=O)CSc2nc(N)cc(N)n2)c1
→ 0.7	6	i	1198	1.2	9	0.19	-0.33	8	6%	i	3.5	1	i	0.27	14µM*	2.5	-0.37
> CSc1cccc(NC(=O)C2CCCN(S(=O)(=O)c3ccc(F)cc3)C2)c1 (stereo unspecified)
→ -0.5	6	i	1026	8.6	20	0.41	0.25	6	-1%	i	3.3	-4	i	-1.8	10%	2.5	0.95
> COc1ccc(C=O)cc1COc1ccc(C)cc1[N+](=O)[O-]
→ -1.7	-7	i	1212	10.0	31	0.66	-0.15	-4	8%	i	1.9	-20	i	1.2	16%	2.5	0.24
> Cc1ccc(NC(=O)CSc2ncccn2)c([N+](=O)[O-])c1
→ -2.9	0	i	1107	4.3	53	0.18	-0.21	21	3%	i	4.4	-2	i	0.71	30%	1.6	0.25
> CCn1c(=O)c2cc(C(=O)N3CCCC3)sc2c2ccccc21
→ 1.9	-1	/	1020	2.3	/	0.52	-0.2	13	-2%	/	3.5	10	i	-0.24	-1%	1.6	0.29
> CC(=O)CCc1c[nH]c2c(C(=O)O)cccc12
→ /	-8	i	/	5.8	43	-0.39	-0.22	-5	-6%	i	3.6	4	i	1.5	11%	3.2	-0.89
> Cc1cc(NC(=S)NC(=O)CC(C)C)ccc1Br
→ /	/	i	/	5.9	3	0.27	-0.21	/	15%	i	1.5	-21	i	0.45	-2%	1.5	-0.037
> COc1ccc(NC(=O)CN2CCN(S(=O)(=O)c3ccc(C(C)C)cc3)CC2)cc1OC
→ 0.6	7	i	1066	14	56	0.36	-0.23	-1	-3%	i	4.1	0	i	0.37	4%	3.0	-0.082
